Screens (PubChem BioAssay)
C8 TRAIL sens = viability loss with TRAIL in NB7+C8 cells, primary screen, TRAIL sensitizer project, cell-based, ATPlite luminescence | inhibition (viability loss, TRAIL sensitization), % at 10 µM | 360,000 tested, 1% active | AID 624354, 2012;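 active = compounds causing at least 50% loss of cell viability in the single-dose screen, relative to plate controls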
TROY signal inh = inhibitors of TROY-driven NF-kB signaling, primary screen, Q293 LMP1-TROYcd cells, NF-kB luciferase, uHTS; Q293 LMP1-TROYcd NF-kB luciferase reporter, 4 h; inhibition, % at 10 µM; 360,000 tested, 0.98% active; AID 1347056, 2019;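 active = compounds whose plate-normalised and pattern-corrected inhibition of the luciferase reporter signal at the single screening dose is 50% or more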
COUP-TFII inh = NR2F2 transcriptional activity inhibitors, primary screen, cell-based, luciferase reporter, HEK293T, luminescence; COUP transcription factor 2 (Homo sapiens), P24468; AID 686940, 2013; HEK293T NGFI-A luciferase reporter; 370,000 tested, 0.7% active; inhibition, % at 8.6 µM;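 active = inhibition above a per-plate cutoff, mean inhibition of test wells between control levels plus 3 SD, cut at about 38% in these data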;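 also: cells cotransfected with COUP-TFII expression vector driving the NGFI-A reporter; 0% = median of COUP-TF2 test wells and 100% = reporter-only cells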
SRC1 inh = SRC1 coactivator transcriptional activity inhibitors, primary screen, cell-based, luminescence. Nuclear receptor coactivator 1 (Homo sapiens), Q15788. inhibition, % at 3.6 µM. 360,000 tested, 0.12% active. HEK293 GAL4-SRC1 luciferase reporter;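 active = inhibition above the campaign mean plus 3 SD, with each screening campaign given its own cutoff, cut at about 60% in these data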;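 also: 0% = DMSO treated cells and 100% = gossypol at 36 µM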
Target sequence (Q15788 whole entry, looked up, the tested form may be a part): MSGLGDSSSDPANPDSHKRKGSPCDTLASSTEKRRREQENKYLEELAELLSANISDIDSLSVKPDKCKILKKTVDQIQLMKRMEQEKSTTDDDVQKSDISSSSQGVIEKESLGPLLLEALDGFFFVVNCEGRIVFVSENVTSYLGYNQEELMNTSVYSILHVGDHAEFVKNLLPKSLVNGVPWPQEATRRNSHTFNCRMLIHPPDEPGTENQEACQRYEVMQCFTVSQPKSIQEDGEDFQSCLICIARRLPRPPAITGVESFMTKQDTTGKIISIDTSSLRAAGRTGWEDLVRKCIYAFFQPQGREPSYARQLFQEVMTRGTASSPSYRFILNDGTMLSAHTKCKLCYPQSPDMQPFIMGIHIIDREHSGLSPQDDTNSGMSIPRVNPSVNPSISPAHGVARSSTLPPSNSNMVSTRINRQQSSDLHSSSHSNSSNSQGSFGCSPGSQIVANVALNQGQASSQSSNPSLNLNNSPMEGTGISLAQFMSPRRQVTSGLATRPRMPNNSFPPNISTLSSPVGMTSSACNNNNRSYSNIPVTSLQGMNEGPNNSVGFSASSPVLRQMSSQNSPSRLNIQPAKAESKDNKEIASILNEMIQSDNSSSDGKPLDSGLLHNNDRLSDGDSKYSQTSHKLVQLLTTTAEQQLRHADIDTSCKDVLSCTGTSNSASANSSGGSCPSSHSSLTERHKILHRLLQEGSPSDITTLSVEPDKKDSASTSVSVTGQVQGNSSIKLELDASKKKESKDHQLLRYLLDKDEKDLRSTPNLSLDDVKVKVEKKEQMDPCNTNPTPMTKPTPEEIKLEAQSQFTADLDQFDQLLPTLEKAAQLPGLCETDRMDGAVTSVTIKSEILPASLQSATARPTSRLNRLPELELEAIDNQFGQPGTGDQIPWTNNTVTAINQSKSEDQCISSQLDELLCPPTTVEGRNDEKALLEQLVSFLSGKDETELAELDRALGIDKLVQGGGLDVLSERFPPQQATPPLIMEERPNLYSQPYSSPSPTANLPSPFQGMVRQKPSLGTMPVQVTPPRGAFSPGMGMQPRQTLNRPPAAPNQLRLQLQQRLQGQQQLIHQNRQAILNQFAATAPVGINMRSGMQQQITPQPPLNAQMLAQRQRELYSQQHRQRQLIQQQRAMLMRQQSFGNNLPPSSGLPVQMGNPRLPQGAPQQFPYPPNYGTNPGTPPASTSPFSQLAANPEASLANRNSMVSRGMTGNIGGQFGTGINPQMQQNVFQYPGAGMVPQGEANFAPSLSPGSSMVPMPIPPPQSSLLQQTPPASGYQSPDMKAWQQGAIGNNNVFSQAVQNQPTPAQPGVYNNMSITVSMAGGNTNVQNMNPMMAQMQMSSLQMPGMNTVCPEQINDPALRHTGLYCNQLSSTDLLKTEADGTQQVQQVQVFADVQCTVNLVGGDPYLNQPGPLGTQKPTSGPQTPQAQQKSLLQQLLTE
SRC3 inh = SRC3 coactivator transcriptional activity inhibitors, primary screen, cell-based, luminescence. AID 588352, 2011. inhibition, % at 3.6 µM. 360,000 tested, 0.17% active. HEK293 GAL4-SRC3 luciferase reporter;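 active = inhibition above a per-campaign cutoff, the mean of all compounds plus 3 SD, cut at about 60% in these data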;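 also: 0% = DMSO-treated cells and 100% = gossypol-treated cells at 36 µM; higher means less SRC3-driven luciferase light from the GAL4 reporter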
LRH-1 inv ag = LRH-1 (NR5A2) inverse agonists, primary screen, cell-based, luminescence, HEK293T, StAR-luciferase reporter | Nuclear receptor subfamily 5 group A member 2 (Homo sapiens), O00482 | LRH-1 transfected, 24 h | inhibition, % at 3.6 µM | 360,000 tested, 0.13% active | AID 602396, 2012;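 active = inhibition above the mean inhibition of all tested compounds plus 3 SD, cut at about 73% in these data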;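 also: 0% = DMSO wells and 100% = reporter-only cells lacking LRH-1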
Shn3 inh set2 = reduction of Shn3 3'UTR firefly luciferase signal, primary screen, Schnurri-3 inhibitor project, cell-based, Clone20 osteoblasts, set 2 | Clone20 osteoblast Shn3 3'UTR firefly luciferase, 24 h | inhibition, % at 12.5 µM | 360,000 tested, 0.52% active | AID 588674, 2011;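 active = mean inhibition of at least 75% with every replicate also reaching 75%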;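 also: 0% = median of neutral control wells and 100% = pilot-screen positive control compound; some compounds past the cut are filed as inactive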
TWEAK-Fn14 inh = inhibitors of TWEAK-Fn14 signaling, primary screen, luciferase reporter cells, uHTS. TWEAK-stimulated Fn14 reporter cells, luciferase luminescence, 8 h. inhibition, % at 10 µM. 360,000 tested, 2% active. AID 1159606, 2016; in the data active = inhibition above about 50%
CF NFkB block = inhibitors of PAF-induced NF-kB signaling, primary screen, cell-based, GFP fluorescence, uHTS; KKLEB NF-kB-GFP reporter, GFP fluorescence overnight; inhibition, % at 5 µM; 360,000 tested, 0.86% active; AID 588850, 2011;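 active = at least 50% inhibition at 5 µM, scaled per plate between neutral and stimulator controls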;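 also: PAF is a Pseudomonas aeruginosa culture filtrate used as stimulus; plate controls were PAF-stimulated DMSO wells for no effect and unstimulated DMSO wells for full effect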
EBV LMP1 NFkB = EBV LMP1-driven NF-kappaB luciferase reporter inhibitors, primary screen, cell-based, luminescence, single point; LMP1-induced NF-kappaB luciferase reporter cells; inhibition, % at 12.5 µM; 350,000 tested, 0.69% active; AID 504558, 2011; in the data active = inhibition above about 41%;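 also: 0% = neutral control wells and 100% = reference inhibitor control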
KKLEB tox = cytotoxicity in KKLEB CF airway cells, primary screen, cytotoxicity control for CF NF-kB inhibitor project, cell-based, uHTS, fluorescence assay plates; AID 602141, 2011; 360,000 tested, 0.36% active; KKLEB CF airway cells viability, ATPlite luminescence, overnight; stronger effect = lower value; cells stimulated with P. aeruginosa culture filtrate; activity change (cytotoxicity), % at 5 µM;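 active = corrected activity change at or below -50% at 5 µM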
Starred values were filed as active, the others as inactive; · = not tested or not shown. Some of the compounds tested; count on the stated rates, not on these rows.

#	compound	C8 TRAIL sens	TROY signal inh	COUP-TFII inh	SRC1 inh	SRC3 inh	LRH-1 inv ag	Shn3 inh set2	TWEAK-Fn14 inh	CF NFkB block	EBV LMP1 NFkB	KKLEB tox
1	Cc1ccc(-c2noc(CC(c3ccccc3)c3ccccc3)n2)cc1	-13	7	-4	10	22	-15	-12	8	-9	-4	10
2	COc1ccccc1C(=O)NCC(=O)NC(C)CCc1ccccc1 (stereo unspecified)	-28	8	26	-16	10	-16	-24	2	-13	-4	8
3	Cn1c(=O)c2c(nc3n2CC(O)CN3c2ccc(O)cc2)n(C)c1=O (stereo unspecified)	-1	4	-5	15	-4	-4	4	2	9	-18	-5
4	COc1cccc(C(=O)Nc2c(C)n[nH]c2C)c1	3	-21	-13	-4	10	12	-37	-8	19	1	2
5	COC(=O)C1=C(C(=O)OC)[C@@H]2Nc3ccccc3[C@@]23C[C@@H](C(=O)OC)N=C3N1	-17	-5	-1	5	-3	1	-9	-11	-15	1	-7
6	Cc1ccc(C23CC4CC(CC(C(=O)NC(C)C(N)=O)(C4)C2)C3)cc1 (stereo unspecified)	-31	4	-7	1	-8	-11	2	34	10	-2	4
7	NC(=O)C1CCN(C(=O)CN(C2CCCCC2)S(=O)(=O)c2ccc(F)cc2)CC1	-6	-13	-20	-11	-27	-1	-2	12	1	-5	3
8	CCCc1cc(C(=O)N2CCCC(CO)(CCCc3ccccc3)C2)n(C)n1 (stereo unspecified)	5	-13	8	2	9	-14	11	-11	10	-2	12
9	CCN(CC)S(=O)(=O)c1ccc(C)c(NC(=S)N2CCN(C/C=C/c3ccccc3)CC2)c1	22	3	43*	12	23	17	88*	30	4	26	1
10	CC(C)(C)c1ccc(C(=O)O/N=C(\N)Cc2cccs2)cc1	94*	-26	-27	-7	-19	-35	-49	-153	61*	-17	-21
11	COc1ccc(CN(C)CCCn2cnc3c(OCc4ccccc4)ncnc32)cc1OC	-1	7	1	6	6	-14	15	19	-13	10	-2
12	CC(C)N1CCc2c(sc(NC(=O)CCS(=O)(=O)c3ccccc3)c2C(N)=O)C1	1	12	12	-82	-18	6	-2	-3	-13	10	-6
13	CN(C)CC(C)(C)NS(=O)(=O)c1ccc(Cl)cc1	2	-19	-8	10	12	-1	0	6	-15	-4	9
14	Cc1ccsc1C(=O)NC(C)c1ccc2c(c1)OCO2 (stereo unspecified)	-7	-21	13	-6	-11	2	1	1	-6	1	11
15	COc1ccc(OC)c(-n2c(-c3cc(-c4ccco4)[nH]n3)n[nH]c2=S)c1	-1	-14	6	0	-10	-9	7	-2	-18	-1	1
16	COc1cccc(Nc2ncnc3onc(-c4ccccc4OC)c23)c1	2	13	-14	5	11	13	8	-8	10	-7	-6
17	N/C(=N\OC(=O)Cc1cccs1)c1cccc([N+](=O)[O-])c1	-6	-71	-6	-18	1	26	6	-25	-4	3	9
18	CCC(=O)Nc1cccc(SC)c1	3	-17	-6	12	2	-13	-7	99*	-3	-3	-9
19	c1cc(-c2cc3nc(NC4CCCCC4)ccn3n2)ccc1OCCN1CCOCC1	21	-11	5	-1	-24	-18	47	22	-10	·	-3
20	C/C(=N\NC(=O)c1ccccc1)c1ccccc1Br	3	-39	-35	-90	-37	-69	-34	-28	20	-14	-9
21	Cc1ccc2cccc(NC3OC(=O)c4ccccc43)c2n1 (stereo unspecified)	-4	43	-19	3	10	16	4	48	-16	-4	13
22	CC(=O)c1ccc(N2CCN(CC(O)COC(c3ccccc3)c3ccccc3C)CC2)cc1 (stereo unspecified)	-11	-1	1	-18	-15	-25	15	9	-7	1	-2
23	Cc1cccc(NC(=O)c2ccc(CN3CCN(Cc4ccccc4)CC3)cc2)c1	-3	4	23	-5	13	-1	-1	-5	3	-5	-6
24	Cc1ccc(C2=C(O)c3ccccc3C(=O)C2=O)cc1	2	-16	16	0	-21	-6	-27	3	14	11	0
25	COCCn1c(=S)[nH]c2cc(C(=O)N3CCN(Cc4ccc5c(c4)OCO5)CC3)ccc2c1=O	13	18	8	9	6	18	25	6	7	6	1

Structures from the list above containing a thiophene ring, fused or not (4):
#	compound	C8 TRAIL sens	TROY signal inh	COUP-TFII inh	SRC1 inh	SRC3 inh	LRH-1 inv ag	Shn3 inh set2	TWEAK-Fn14 inh	CF NFkB block	EBV LMP1 NFkB	KKLEB tox
10	CC(C)(C)c1ccc(C(=O)O/N=C(\N)Cc2cccs2)cc1	94*	-26	-27	-7	-19	-35	-49	-153	61*	-17	-21
12	CC(C)N1CCc2c(sc(NC(=O)CCS(=O)(=O)c3ccccc3)c2C(N)=O)C1	1	12	12	-82	-18	6	-2	-3	-13	10	-6
14	Cc1ccsc1C(=O)NC(C)c1ccc2c(c1)OCO2 (stereo unspecified)	-7	-21	13	-6	-11	2	1	1	-6	1	11
17	N/C(=N\OC(=O)Cc1cccs1)c1cccc([N+](=O)[O-])c1	-6	-71	-6	-18	1	26	6	-25	-4	3	9

Values by screen from the list:
SRC3 inh for nos. 6–10, in order: -8, -27, 9, 23, -19

Shown as a hit in Shn3 inh set2 (from the list above):
nr | mol | COUP-TFII inh | SRC1 inh | SRC3 inh | LRH-1 inv ag | Shn3 inh set2 | TWEAK-Fn14 inh | CF NFkB block | EBV LMP1 NFkB
9 | CCN(CC)S(=O)(=O)c1ccc(C)c(NC(=S)N2CCN(C/C=C/c3ccccc3)CC2)c1 | 43* | 12 | 23 | 17 | 88* | 30 | 4 | 26

Going on with the list:
#	compound	C8 TRAIL sens	TROY signal inh	COUP-TFII inh	SRC1 inh	SRC3 inh	LRH-1 inv ag	Shn3 inh set2	TWEAK-Fn14 inh	CF NFkB block	EBV LMP1 NFkB	KKLEB tox
26	C#CCOCCOCCOCCNc1nc(N2CCN(C(=O)[C@H](CCCN=C(N)N)n3cc(C(N)[C@@H](C)CC)nn3)CC2)nc(N2CCN(C(=O)[C@H](CCC(=O)O)n3cc([C@@H](N)CC(N)=O)nn3)CC2)n1 (stereo partly specified)	-24	-3	-2	7	8	17	-9	-6	1	-7	1
27	Cc1ccc(NC(=O)N2CCN(S(=O)(=O)c3ccccc3)CC2)cc1	-11	0	19	-18	13	5	1	-7	10	-7	9
28	CCCCc1n[nH]c2c1C(=O)CC(C)(C)C2	-6	1	1	8	-7	-7	1	7	5	1	1
29	C=CCn1c(=S)sc2c(=O)[nH]c(C)nc21	-7	9	1	6	29	-9	·	-6	1	·	-1
30	Cc1ccc(C)c(N2CCN(CCCc3ccccc3)CC2)c1	5	-22	0	17	13	20	18	7	-10	6	-1
31	Cc1nn(C)c(NC(=O)c2ccccc2Cl)c1Br	1	-5	-4	-1	-10	-5	3	12	1	-6	-7
32	CC1(C)C2CCC1(CS(=O)(=O)NCc1ccc(C(=O)O)cc1)C(=O)C2 (stereo unspecified)	0	5	-11	-10	-10	8	5	4	-3	0	-1
33	COc1ccc(CN2CCC(Oc3ccc(C(=O)N4CCCCC4)cc3)CC2)cc1C	22	24	12	-11	10	4	-7	3	4	0	-6
34	O=C(C1CCN(c2ncnc3c2nc2n3CCCCC2)CC1)N1CCN(c2cccc(Cl)c2)CC1	29	49	50*	16	25	12	59	54*	-9	6	-9
35	Oc1ccc(C[C@H]2CNC(=S)N2CCc2cc(C(F)(F)F)cc(C(F)(F)F)c2)cc1	-10	18	3	-1	-20	2	-2	-11	9	-3	-10
36	CC(=O)Nc1ccc(-c2csc(NC(=O)CN3C(=O)NC4(CCCC4)C3=O)n2)cc1	12	-27	-11	-7	-4	-14	1	1	7	2	5
37	CN(C)CCNC(=O)CCCNC(=O)Cn1cnc2sc3c(c2c1=O)CCCC3	-6	13	15	-7	3	-31	-6	4	9	-2	1
38	N#CCOC(=O)/C=C/c1ccc2c(c1)OCO2	-10	-9	4	-9	-3	13	3	-10	6	-6	8
39	COc1ccccc1C1(CCN=Cc2ccc(N(C)C)cc2)CCOC(C)(C)C1 (stereo unspecified)	-9	-14	-8	-12	3	1	-1	12	-6	-5	-22
40	CC(Sc1nnc(COc2ccccc2)n1Cc1ccccc1)C(=O)O (stereo unspecified)	-1	-8	-6	-5	11	-9	3	6	2	-9	-7
41	COc1ccc(CCNC(=O)N2CCOCC2)cc1	-14	20	12	5	5	4	-6	5	11	-9	-33

2 entries drawn at random from the list so far:
#	compound	C8 TRAIL sens	TROY signal inh	COUP-TFII inh	SRC1 inh	SRC3 inh	LRH-1 inv ag	Shn3 inh set2	TWEAK-Fn14 inh	CF NFkB block	EBV LMP1 NFkB	KKLEB tox
36	CC(=O)Nc1ccc(-c2csc(NC(=O)CN3C(=O)NC4(CCCC4)C3=O)n2)cc1	12	-27	-11	-7	-4	-14	1	1	7	2	5
35	Oc1ccc(C[C@H]2CNC(=S)N2CCc2cc(C(F)(F)F)cc(C(F)(F)F)c2)cc1	-10	18	3	-1	-20	2	-2	-11	9	-3	-10
